M. tuberculosis: growth inhibition of non-replicating M. tuberculosis (AID 488890); Mycobacterium tuberculosis non-replicating, growth inhibition; higher % means a stronger effect; inhibition, % at 25 µM; hits with a dose series show IC50 in µM; 320,000 compounds, 0.39% hits; in the data active = a potency from the dose series; inconclusive = inhibition mostly from about 82% at the one dose, without a potency; inactive = the rest, 99 in 100 with inhibition below about 76%;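 also: plate controls were DMSO cells for no effect and high antibiotic wells for full effect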
inhibitors of VEEV: inhibitors of VEEV TC-83 cytopathic effect, confirmation, Vero cells (AID 588727); Vero cells, VEEV TC-83 cytopathic effect inhibition; higher % means a stronger effect; inhibition, % at 20 µM, or IC50 in µM where a hit was titrated; 350,000 compounds, 0.13% hits; in the data active = a potency from the dose series; inconclusive = inhibition mostly from about 14% at the one dose, without a potency; inactive = the rest, 99 in 100 with inhibition below about 12%; also: strong numbers were not always called active
H37Rv inhibition: M. tuberculosis growth inhibition, HTS (AID 449762) | M. tuberculosis H37Rv growth inhibition, 7H9 media; higher % means a stronger effect | one-dose inhibition, % at 25 µM; IC50 in µM for titrated hits | 330,000 compounds, 0.59% hits; in the data active = a potency from the dose series; inconclusive = inhibition above about 70% without an active follow-up result;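 also: bacterial growth assessed after seven days of incubation; strong numbers were not always called active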
Salmonella PhoP GFP: PhoP regulon inhibitors, Salmonella typhi PhoP promoter GFP reporter, confirmatory (AID 1850) | Salmonella Typhi PhoP-promoter GFP reporter, fluorescence, 4 h; higher % means a stronger effect | inhibition, % at 50 µM; hits with a dose series show IC50 in µM | 310,000 compounds, 0.33% hits; in the data active = a potency from the dose series; inconclusive = inhibition mostly from about 25% at the one dose, without a potency; inactive = the rest, 99 in 100 with inhibition below about 19%;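 also: 0% = induced wells with vehicle and 100% = uninduced wells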
H1N1 NS1A inhibition: H1N1 influenza NS1A inhibitors, functional cell based assay (AID 504329); NS1A functional cell-based assay, percent inhibition; higher % means a stronger effect; inhibition, % at 12.5 µM; hits with a dose series show IC50 in µM; 340,000 compounds, 0.3% hits; in the data active = a potency from the dose series; inconclusive = inhibition above about 27% without an active follow-up result; also: strong numbers were not always called active
inhibitors of VEEV 10K pilot screen: recorded beside inhibitors of VEEV, whose call it bears; inhibition, %; measured here: 10K pilot screen inhibition
* marks the source's active call; other numbers are inactive results; i = inactive; ? = inconclusive; . = not tested or not shown. Compounds were not picked by outcome; any-hit rate near 1.5%.

SMILES | M. tuberculosis | inhibitors of VEEV | H37Rv inhibition | Salmonella PhoP GFP | H1N1 NS1A inhibition | others
COc1cc2cc(CN(Cc3cccnc3)C(=O)Nc3ccccc3)c(=O)[nH]c2cc1OC | 5% | 3.5% | 0% | 0% | 0%
O=C(NC1CCCC1)c1cc2c(ccc3ccccc32)o1 | 10% | 2.9% | 14% | 4% | 4%
Cc1ccc(N2CCOCC2)c2c1C(=O)c1ccccc1C2=O | -2% | 2.2% | 7% | -2% | 14µM*
COCCNC(=S)NC1CC2CCCC(C1)N2Cc1ccco1 (configuration not stated) | 4% | i | 0% | -3% | 7%
CCCS(=O)(=O)N1CCN(Cc2ccccc2OCC)CC1 | 12% | i | -1% | -3% | 2%
O=C(CSc1nc2ccccc2c(=O)n1Cc1ccco1)N1CCCC1 | 2% | 1.2% | 4% | -3% | -9%
CCCc1[nH]nc2c1C(c1ccc(O)cc1OCC)C(C#N)=C(N)O2 (configuration not stated) | 3% | 0.6% | -1% | -1% | 4%
CCOC(=O)C1CCCN(C(=O)c2ccccc2Oc2ccccc2)C1 (configuration not stated) | 18% | i | 0% | 15% | -2%
O=C(O)c1cc(NS(=O)(=O)c2ccc3ccccc3c2)ccc1O | 2% | 0.6% | 5% | -4% | -3%
Cc1cc(N2CCOCC2)nc2ccccc12 | 8% | 0.4% | 0% | 8% | 2%
CC(Oc1ccc(F)cc1)C(=O)N(CCC1=CCCCC1)c1c(N)n(Cc2ccccc2)c(=O)[nH]c1=O (configuration not stated) | 33% | 4.4% | -2% | -6% | -3%
O=C(COc1ccccc1)N1CCN(C(=O)COc2ccccc2)CC1 | -3% | 1.9% | 2% | 11% | 6%
CCN(CC)S(=O)(=O)c1ccc(N2CCN(C)CC2)c(NC(=O)CN2C(=O)NC3(CCCCC3)C2=O)c1 | . | 0.3% | . | . | -6%
O=C(O)c1ccc(CNCc2ccc(F)cc2)cc1 | -2% | 0.2% | -4% | 10% | -3%
O=C(c1cc2cc(Cl)ccc2[nH]1)N1CCC2(CC1)OCCO2 | 13% | i | 1% | 16% | 7%
COc1cc(CC(=O)OCC(=O)N2CC(C)CC(C)C2)cc(OC)c1OC (configuration not stated) | 7% | 0.4% | 8% | -6% | 5%
O=C(CNC(=O)c1ccc(Cl)cc1)OCC(=O)c1ccc2c(c1)OCCO2 | 4% | i | 1% | -4% | 4%
Cc1ccc(N=C2CCCN2Cc2ccccc2)c(C#N)c1 | 47% | i | 22% | 6% | 4%
O=C(CNS(=O)(=O)c1ccc(Br)s1)NC1CCCc2ccccc21 (configuration not stated) | 51% | 0.1% | 9% | -8% | 2% | inhibitors of VEEV 10K pilot screen=1.8
COc1ccc(N(CCC(=O)O)S(=O)(=O)c2ccc(C)cc2C)cc1 | 13% | 0.8% | -3% | 7% | -8%
COc1cc(OC)cc(-c2cc(N3C(=O)Nc4ccccc4N3O)n[nH]2)c1 | -19% | i | -2% | -2% | 5%
CN(Cc1ccc(Cl)cc1)C(=O)c1ccccc1SCC(=O)N1CCCC1 | . | 8.8% | . | . | -11%
COC(=O)CSc1ccc(-c2nc3ccc(C)cc3[nH]2)cn1 | ? | 7.4% | ? | -1% | -12%
COc1cccc(N2CCN(C(=O)c3ccc(CS(=O)c4ccc(C)cc4)o3)CC2)c1 (configuration not stated) | -1% | 14% | -3% | -2% | 2%
Cc1ccnc(NC(=O)CCC(=O)N(CC(=O)NCCc2ccccc2)c2ccccc2F)c1 | -17% | 3.4% | -2% | 11% | 7%
CC(Oc1cc2oc(=O)c3c(c2cc1Cl)CCC3)C(=O)NCC1CCC(C(=O)O)CC1 (configuration not stated) | 14% | 1.8% | 4% | 1% | -5%
CCc1cccc(C)c1NC(=S)NCc1ccc2[nH]c(C)cc2c1 | 74% | 7.5% | -9% | -2% | 4%
COc1cccc(CCc2nnc(CCC(=O)N3CCN(Cc4ccccn4)CC3)o2)c1 | 4% | 1.4% | -1% | -10% | -10%
CCc1ccc(C(=O)NNC(=O)C2CCN(c3ncnc4sc(C)c(C)c34)CC2)cc1 | 11% | 10% | ? | 2% | 9%
CC(C)N(C#N)c1nc(N2CCOCC2)nc(N2CCOCC2)n1 | -15% | 0.3% | -11% | -3% | 1%
Nc1nc2ccccc2n1/N=C/c1cccnc1 | 5% | 1.8% | -5% | 5% | 1%
CC1CN(C(=O)CCC(=O)N2CCOCC2)c2ccccc2O1 (configuration not stated) | -17% | 6.0% | -3% | -11% | 23%
S=C(NCCN1CCOCC1)NC1CCCCC1 | -2% | 1.5% | 3% | -5% | -17%
O=C(NN1C(=O)c2cc(Br)ccc2NC1c1ccccc1Cl)c1ccncc1 (configuration not stated) | 50% | 0.6% | 39% | -3% | -3%
CCCN(C(=O)/C=C/c1ccco1)c1c(N)n(Cc2ccccc2)c(=O)[nH]c1=O | 6% | 0.6% | 6% | 9% | -2%
CN(CC(=O)Nc1cccc(F)c1)C(=O)c1ccccc1CCc1ccccc1 | 9% | 5.8% | 25% | -2% | -3%
CNC(=S)NNC(=O)CNc1ccc(C)c(Cl)c1 | 8% | 2.4% | ? | 7% | -2%
O=[N+]([O-])c1ccc(C2=NN(CCO)C(=Nc3ccc(OC(F)(F)F)cc3)SC2)cc1 | 12% | i | -1% | 8% | 5%
COC(=O)C1=C(c2ccc(S(C)(=O)=O)cc2)C[C@@H]2CC[C@H]1N2C(=O)NC1CCCCC1 | 2% | i | 0% | 5% | -10%
COc1ccc(NC(=O)CCN2CCN(C/C=C/c3ccccc3)CC2)cc1 | 31% | i | 4% | 0% | -6%

Next part, starting with the last six of the part before.
SMILES | M. tuberculosis | inhibitors of VEEV | H37Rv inhibition | Salmonella PhoP GFP | H1N1 NS1A inhibition | others
CCCN(C(=O)/C=C/c1ccco1)c1c(N)n(Cc2ccccc2)c(=O)[nH]c1=O | 6% | 0.6% | 6% | 9% | -2%
CN(CC(=O)Nc1cccc(F)c1)C(=O)c1ccccc1CCc1ccccc1 | 9% | 5.8% | 25% | -2% | -3%
CNC(=S)NNC(=O)CNc1ccc(C)c(Cl)c1 | 8% | 2.4% | ? | 7% | -2%
O=[N+]([O-])c1ccc(C2=NN(CCO)C(=Nc3ccc(OC(F)(F)F)cc3)SC2)cc1 | 12% | i | -1% | 8% | 5%
COC(=O)C1=C(c2ccc(S(C)(=O)=O)cc2)C[C@@H]2CC[C@H]1N2C(=O)NC1CCCCC1 | 2% | i | 0% | 5% | -10%
COc1ccc(NC(=O)CCN2CCN(C/C=C/c3ccccc3)CC2)cc1 | 31% | i | 4% | 0% | -6%
CCOC(=O)c1cnc2c(cnn2C)c1NCCC#N | 10% | 0.2% | -12% | -7% | -19%
CN(c1ccc(C(=O)NCc2cccnc2)cc1)S(C)(=O)=O | -9% | 0.1% | -2% | 1% | -6%
COCCn1c(N)c(N(Cc2ccccc2)C(=O)COc2ccc(F)cc2Cl)c(=O)[nH]c1=O | -28% | 1.3% | -10% | 3% | -3%
CSc1nnc(-c2ccc(Br)s2)n1C | -17% | 5.3% | -3% | -2% | 14%
Cc1cc(C(=O)Nc2c(C)n(C)n(-c3ccccc3)c2=O)c(C)o1 | -3% | 0.8% | 0% | 5% | 7% | inhibitors of VEEV 10K pilot screen=1.0
C(=NCCCN1CCOCC1)c1ccc2c(c1)OCO2 | -9% | i | -12% | 7% | 2% | inhibitors of VEEV 10K pilot screen=1.2
COc1ccc(/C=C(\C#N)C(=O)ONC2=NCCCCC2)cc1 | 5% | 0.3% | -7% | -7% | -3%
CC(=O)Nc1cccc(NC(=O)CCNC(=O)c2ccc(Cl)cc2)c1 | -11% | 0.5% | 7% | -5% | 1%
O=C(CCSc1ccccc1)NC(=O)COC(=O)C1CCCCC1 | 55% | i | -1% | 1% | -8%
CCC(CC)C(=O)c1c[nH]c(C(=O)NCCOC)c1 | 4% | 0.7% | -10% | 10% | -7%
O=S(=O)(CCc1nnc(-c2ccccc2)o1)c1ccc2ccccc2c1 | 8% | 0.7% | 6% | -6% | -3%
Cc1c(N=C2N=C(NC(=O)Nc3ccc(Cl)cc3)c3ccccc32)c(=O)n(-c2ccccc2)n1C | -5% | 11% | 4% | -25% | -9%
O=C(COc1ccc(Cl)cc1)Nc1nc(-c2ccc(S(=O)(=O)N3CCOCC3)cc2)cs1 | 26% | 1.2% | -10% | -4% | 5% | inhibitors of VEEV 10K pilot screen=1.2
O=C(CNC(=O)c1ccco1)OCC(=O)c1ccc([N+](=O)[O-])cc1 | 10% | 1.2% | -1% | -19% | -3%
CCOC(=O)c1c(-c2ccccc2)csc1NC(=O)c1ccc(N2C(=O)CCC2=O)cc1 | -10% | 3.2% | 1% | 0% | 8%
Nc1ccccc1C(=O)NCc1ccccc1 | -9% | 0.4% | 10% | 7% | -4%
O=C1C[C@@H]2c3c(cccc3CN1Cc1ccccc1F)C[C@@H](O)[C@H]2O | . | 0.4% | . | . | -1%
Cc1ccc(C)n1-c1ccc(C(=O)NN)s1 | 3% | 4.7% | 67% | -4% | 13%
O=c1c2ccccc2c(-c2ccc(Cl)cc2)nn1-c1ccccc1 | 47% | 1.1% | 7% | -1% | 5%
COCCN1CCN(C(=O)c2ccc3c(c2)S(=O)(=O)c2ccccc2C3=O)CC1 | 1% | . | -2% | -9% | .
CN1CCN(C(=O)C2=C[C@H](C3CCCCC3)C[C@H](OCc3ccc(CO)cc3)O2)CC1 | 17% | i | -6% | -8% | 13%
O=C(NCCn1cccn1)c1ccc(OC2CCN(C(=O)C3CC3)CC2)cc1 | -10% | 0.3% | 2% | -6% | -4%
CC(CNC(=O)CCn1ccc2cc(S(=O)(=O)N3CCCC3)ccc21)c1ccccc1 (configuration not stated) | 30% | 2.1% | -2% | 4% | -3%
CCOC(=O)c1ccc(NC(=S)NCCc2ccccc2)cc1 | ? | 0.3% | ? | 6% | -7%
CNc1nnc(SCC(=O)c2c(N)n(C3CC3)c(=O)[nH]c2=O)s1 | . | 2.9% | . | . | -2%
CCc1ccc(-n2c(=O)c3ccc(C(=O)NCCc4ccccc4)cc3n(CC(N)=O)c2=O)cc1 | -5% | 0.3% | 2% | -8% | 20%
O=C1OC2CC3CC1CC(O)(C3)C2 (configuration not stated) | -1% | 5.5% | 2% | -8% | -1%
CCn1cc(CN2CCCC(CNS(=O)(=O)c3cccc4cccnc34)C2)cn1 (configuration not stated) | -8% | 0.3% | -6% | -2% | -11%
CCOc1ccc([N+](=O)[O-])cc1CNC1CCCCCCC1 | 22% | 2.5% | 5% | 7% | 1%

Arranged by formula weight (smallest number first): some entries from above
SMILES | M. tuberculosis | inhibitors of VEEV | H37Rv inhibition | Salmonella PhoP GFP | H1N1 NS1A inhibition | others
O=C1OC2CC3CC1CC(O)(C3)C2 (configuration not stated) | -1% | 5.5% | 2% | -8% | -1%
O=C1C[C@@H]2c3c(cccc3CN1Cc1ccccc1F)C[C@@H](O)[C@H]2O | . | 0.4% | . | . | -1%
O=C(CCSc1ccccc1)NC(=O)COC(=O)C1CCCCC1 | 55% | i | -1% | 1% | -8%
O=C(COc1ccccc1)N1CCN(C(=O)COc2ccccc2)CC1 | -3% | 1.9% | 2% | 11% | 6%
CC(=O)Nc1cccc(NC(=O)CCNC(=O)c2ccc(Cl)cc2)c1 | -11% | 0.5% | 7% | -5% | 1%
O=C(CNC(=O)c1ccc(Cl)cc1)OCC(=O)c1ccc2c(c1)OCCO2 | 4% | i | 1% | -4% | 4%
